Hck Nef HTS: human Hck-Nef kinase inhibition; P08631; Recombinant Hck-YEEI plus Nef, Z-Lyte FRET kinase assay; inhibition, % at 20 µM; 220,000 compounds, 0.68% hits; AID 463187;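 active = Hck-Nef kinase inhibition above about 50%, limit read from the data; inactive = inhibition below that limit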;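 note: 0% = DMSO with Hck plus Nef and 100% = Hck alone without Nef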
Target sequence (P08631 whole entry, looked up): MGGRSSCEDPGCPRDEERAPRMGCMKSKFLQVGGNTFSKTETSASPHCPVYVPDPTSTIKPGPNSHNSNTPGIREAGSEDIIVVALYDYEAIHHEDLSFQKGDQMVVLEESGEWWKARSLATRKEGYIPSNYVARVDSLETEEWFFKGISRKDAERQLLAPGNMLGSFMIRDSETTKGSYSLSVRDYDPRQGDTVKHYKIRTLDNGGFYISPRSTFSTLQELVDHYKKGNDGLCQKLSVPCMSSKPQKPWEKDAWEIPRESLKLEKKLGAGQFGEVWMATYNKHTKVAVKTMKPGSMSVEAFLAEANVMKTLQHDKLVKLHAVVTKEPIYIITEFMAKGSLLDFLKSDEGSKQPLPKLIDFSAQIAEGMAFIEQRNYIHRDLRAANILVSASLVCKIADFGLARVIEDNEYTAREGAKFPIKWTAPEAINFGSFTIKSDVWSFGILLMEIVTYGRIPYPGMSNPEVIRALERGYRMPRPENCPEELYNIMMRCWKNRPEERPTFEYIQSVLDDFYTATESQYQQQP
NPY2 pot ag: potentiators or agonists of human neuropeptide Y receptor Y2 | P49146 | cells expressing NPY-Y2, potentiator/agonist read-out | activation, % at 3.6 µM | 220,000 compounds, 0.45% hits | AID 1359; in the data active = activation above about 27%;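 note: cells stimulated with NPY near EC25 plus isoproterenol at EC100; 0% = vehicle plus submaximal agonist and 100% = vehicle plus saturating agonist; some results beyond the cut were filed as inactive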
RBBP9 inhibitor: blocks human serine hydrolase RBBP9 | O75884 | recombinant RBBP9, FP-Rh probe fluorescence polarization | inhibition, % at 7.94 µM | 220,000 compounds, 0.2% hits | AID 1515;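 active = inhibition above the campaign mean of all tested compounds plus 3 SD, cut at about 14% in these data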;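 note: plate controls were DMSO wells with RBBP9 for no effect and wells lacking RBBP9 protein for full effect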
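Test system: recombinant human RBBP9; Timing: 30 min then 45 min, 25 °C; Detection: fluorescence polarization; Control set: RBBP9 with DMSO as uninhibited control, no-protein wells as full inhibition; Compound dosing: one concentration, 7.94 µM nominal, 0.794% DMSO; Probe or stimulus: FP-Rh activity-based probe, 375 nM before mixing.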
NPY-Y1 PAM-ag: human NPY-Y1 potentiation or agonism, primary screen | P25929 | NPY-Y1 expressing cells, potentiator/agonist activation | activation, % at 3.6 µM | 220,000 compounds, 0.37% hits | AID 1304; in the data active = activation above about 33%, passing the limit was not always enough;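 note: cells stimulated with NPY at EC10 then isoproterenol at EC100; 0% = low agonist plus stimulus and 100% = saturating agonist plus stimulus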
Target sequence (P25929 whole entry, looked up): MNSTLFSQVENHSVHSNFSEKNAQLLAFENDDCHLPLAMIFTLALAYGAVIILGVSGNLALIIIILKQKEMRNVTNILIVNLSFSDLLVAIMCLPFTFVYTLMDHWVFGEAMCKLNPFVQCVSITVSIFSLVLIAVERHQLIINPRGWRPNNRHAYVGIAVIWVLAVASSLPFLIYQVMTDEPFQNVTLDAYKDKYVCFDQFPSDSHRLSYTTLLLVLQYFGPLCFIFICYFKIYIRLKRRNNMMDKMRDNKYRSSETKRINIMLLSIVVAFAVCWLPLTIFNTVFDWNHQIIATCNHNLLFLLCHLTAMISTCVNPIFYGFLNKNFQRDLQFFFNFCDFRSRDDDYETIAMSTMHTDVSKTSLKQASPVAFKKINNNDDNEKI
Runt-SMMHC FRET: Runt domain-CBFb-SMMHC interaction inhibition | Q01196+Q13951 | Cerulean-Runt/Venus-CBFb-SMMHC FRET ratio 530/480, 1 h | inhibition, % at 20 µM | 220,000 compounds, 0.74% hits;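 active = mean inhibition across duplicate retests at 20 µM reaching about 50%, limit read from the data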;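 note: 0% = DMSO wells and 100% = wells with excess untagged CBFb-SMMHC; inhibitors lower the FRET ratio by blocking Runt binding to CBFb-SMMHC; some results filed as inactive read as strong as hits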
Runt-CBFb FRET: blocks binding of human RUNX1 Runt domain to CBFb | 220,000 compounds, 0.46% hits | inhibition, % at 20 µM | Cerulean-Runt/Venus-CBFb FRET ratio 530/480, 1 h | Q01196+Q13951 | AID 1496;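 active = inhibition over about 50% at 20 µM in the single-dose screen, limit read from the data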;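 note: 0% = DMSO wells and 100% = excess unlabeled CBFb competitor control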
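Schedule: protein complex preformed 1 h, compound exposure 1 h, room temperature, dark; test system: Cerulean-labeled Runt domain protein; amount: 100 nM per protein; buffer or medium: Tris 50 mM pH 7.5, KCl, K2SO4, 0.01% BSA; read-out: loss of energy transfer signal; detection: FRET fluorescence; controls: 5 µM unlabeled CBFb as full-inhibition high control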
Mdm2 ligase inh: Mdm2 E3 ligase (human) inhibition. Q00987. cell-based MDM2 ubiquitination luciferase reporter, 2 h; 0 = plate control, 100 = twice control, blank-subtracted. signal enhancement, % at 5 µM. 210,000 compounds, 0.11% hits. AID 1230;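 active = signal enhancement of 30% or more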;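 note: luminescence tracks abundance of the self-degrading MDM2-luciferase fusion protein; higher signal means inhibition of MDM2 E3 ligase activity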
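Buffer or medium: Cells held in DMEM | Assay system: Stable mammalian line carrying autodegrading MDM2–luciferase fusion reporter | Quantity: 2000 cells/well | Times: 4 h settle plus 2 h compound, 37 °C | Doses: One concentration, 5 µM, with 0.2% DMSO | Technique: Luminescence with SteadyLite reagent, 15 min at room temperature | Benchmarks: Plate controls and plate blanks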
NPY Y1 blocker: antagonists of human neuropeptide Y receptor Y1; HEK293-CNG Y1 cells, membrane potential fluorescence; NPY at EC95, then isoproterenol; P25929; inhibition, % at 3.6 µM; 200,000 compounds, 1% hits;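 active = inhibition above the campaign mean inhibition of all tested compounds plus 3 SD, cut at about 20% in these data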;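 note: 0% = DMSO wells given NPY plus isoproterenol and 100% = isoproterenol alone without NPY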
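Test system – HEK293 Y1/CNG channel cell line · Also added – NPY agonist 25 nM, then isoproterenol 1 µM plus Ro 20-1724 25 µM · Compound dosing – one concentration, 3.6 µM, in 0.4% DMSO · Schedule – compound incubation 1 h at room temperature, readout 45 min post-stimulation · Technique – fluorescence, membrane potential probe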
p97 inhibitor: blocks human p97 ATPase activity | P55072 | recombinant p97 ATPase, Kinase-Glo ATP luminescence, 3 h | inhibition, % at 8 µM | 220,000 compounds, 0.42% hits | AID 1481; in the data active = inhibition above about 15%;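 note: 0% = DMSO vehicle and 100% = wells lacking enzyme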
The depositor's hits bear a star; . = not tested or not shown.

SMILES	Hck Nef HTS	NPY2 pot ag	RBBP9 inhibitor	NPY-Y1 PAM-ag	Runt-SMMHC FRET	Runt-CBFb FRET	Mdm2 ligase inh	NPY Y1 blocker	p97 inhibitor
COC(=O)c1ccc(C23CC4(C2)[C@H](CN(Cc2ccc(C(F)(F)F)cc2)[C@@H]4c2ccccc2)C3c2ccccc2)cc1 (some centres undefined)	8	.	.	.	-5	1	9	.	.
COCCNC(=O)C(c1ccc(C)o1)N(C(=O)Cn1nnc2ccccc21)c1ccccc1 (centres undefined)	14	6	1	6	2	-1	-1	2	5
Nc1ccc(N(c2ccccc2)c2ccc(N)cc2)cc1	1	18	3	17	-10	1	-37	-1	-2
CC1(C)C(N(O)C(=O)Nc2ccccc2)N(c2cccc(Cl)c2)C(=O)N1O (centres undefined)	-1	7	-6	0	-4	53*	-11	-7	-3
COc1ccccc1NC(=O)CSc1nc(N)cc(N)n1	1	19	-6	-3	0	-1	-13	2	2
O=C(O)CCNc1cc2ccccc2cc1C(=O)O	0	9	2	0	15	19	-8	-2	4
Cc1nc(N2CCN(S(=O)(=O)c3ccc(Br)cc3)CC2)c2c(C)c(C)sc2n1	16	0	6	-35	-49	-13	9	12	6
Cc1ccc(-n2nc(C)c(C3(O)C(=O)N(C)c4ccccc43)c2N)cc1 (centres undefined)	1	2	-8	-13	3	-1	-7	-3	7
CC(C)(C)CC(=O)NCc1cccs1	5	3	3	6	1	-1	-3	-6	4
CNC(=S)Nc1ccc(-c2nc3ccc(C)cc3s2)cc1	25	22	-14	10	-6	2	-34	-9	-2
Cc1onc(-c2c(Cl)cccc2Cl)c1C(=O)NCCc1ccc(S(N)(=O)=O)cc1	-2	-10	2	-8	-9	0	-4	-2	4
C=CCn1c(C2CCCCC2)n[nH]c1=S	22	6	-2	-16	3	5	-17	-2	5
Cc1nnc(NC(=O)CSc2nc(N)c(NC(=O)c3cccs3)c(=O)[nH]2)s1	1	-6	-2	8	-1	1	.	.	0
O=C(O)c1ccc(NS(=O)(=O)c2cccc3cccnc23)cc1	1	3	-10	-5	2	0	-21	3	-5
COC(=O)c1cc2c(cc1[N+](=O)[O-])OCO2	-29	0	0	1	7	7	-3	-5	2
Cc1ccc(NC(=O)C(Cc2ccccc2)NC(=O)OCc2ccccc2)cc1C (centres undefined)	2	-10	-10	-4	-1	0	9	-1	0
CCCN(CCC)C(=O)Cc1coc2ccc3ccccc3c12	1	11	-4	-18	0	0	-3	8	0
COC(=O)c1ccc(CNC(=O)COC(=O)c2ccc(N(C)C)cc2)cc1	21	-3	4	-11	-2	-1	-4	1	5
Cc1ccc(S(=O)(=O)NNC2=NS(=O)(=O)c3ccccc32)c(C)c1	25	0	-5	-14	-1	0	-16	5	-2
Cc1cccc(N2CCN(C(=O)Cn3cccc3C(=O)c3ccccc3)CC2)c1C	1	-19	-7	4	-3	2	-2	-2	-5

Reformatted: 14 of the compounds above.
| compound | Hck Nef HTS | NPY2 pot ag | RBBP9 inhibitor | NPY-Y1 PAM-ag | Runt-SMMHC FRET | Runt-CBFb FRET | Mdm2 ligase inh | NPY Y1 blocker | p97 inhibitor |
| --- | --- | --- | --- | --- | --- | --- | --- | --- | --- |
| COc1ccccc1NC(=O)CSc1nc(N)cc(N)n1 | 1 | 19 | -6 | -3 | 0 | -1 | -13 | 2 | 2 |
| O=C(O)CCNc1cc2ccccc2cc1C(=O)O | 0 | 9 | 2 | 0 | 15 | 19 | -8 | -2 | 4 |
| Cc1nc(N2CCN(S(=O)(=O)c3ccc(Br)cc3)CC2)c2c(C)c(C)sc2n1 | 16 | 0 | 6 | -35 | -49 | -13 | 9 | 12 | 6 |
| Cc1ccc(-n2nc(C)c(C3(O)C(=O)N(C)c4ccccc43)c2N)cc1 (centres undefined) | 1 | 2 | -8 | -13 | 3 | -1 | -7 | -3 | 7 |
| CC(C)(C)CC(=O)NCc1cccs1 | 5 | 3 | 3 | 6 | 1 | -1 | -3 | -6 | 4 |
| CNC(=S)Nc1ccc(-c2nc3ccc(C)cc3s2)cc1 | 25 | 22 | -14 | 10 | -6 | 2 | -34 | -9 | -2 |
| Cc1onc(-c2c(Cl)cccc2Cl)c1C(=O)NCCc1ccc(S(N)(=O)=O)cc1 | -2 | -10 | 2 | -8 | -9 | 0 | -4 | -2 | 4 |
| C=CCn1c(C2CCCCC2)n[nH]c1=S | 22 | 6 | -2 | -16 | 3 | 5 | -17 | -2 | 5 |
| Cc1nnc(NC(=O)CSc2nc(N)c(NC(=O)c3cccs3)c(=O)[nH]2)s1 | 1 | -6 | -2 | 8 | -1 | 1 | . | . | 0 |
| O=C(O)c1ccc(NS(=O)(=O)c2cccc3cccnc23)cc1 | 1 | 3 | -10 | -5 | 2 | 0 | -21 | 3 | -5 |
| COC(=O)c1cc2c(cc1[N+](=O)[O-])OCO2 | -29 | 0 | 0 | 1 | 7 | 7 | -3 | -5 | 2 |
| Cc1ccc(NC(=O)C(Cc2ccccc2)NC(=O)OCc2ccccc2)cc1C (centres undefined) | 2 | -10 | -10 | -4 | -1 | 0 | 9 | -1 | 0 |
| CCCN(CCC)C(=O)Cc1coc2ccc3ccccc3c12 | 1 | 11 | -4 | -18 | 0 | 0 | -3 | 8 | 0 |
| COC(=O)c1ccc(CNC(=O)COC(=O)c2ccc(N(C)C)cc2)cc1 | 21 | -3 | 4 | -11 | -2 | -1 | -4 | 1 | 5 |

Next records.
SMILES	Hck Nef HTS	NPY2 pot ag	RBBP9 inhibitor	NPY-Y1 PAM-ag	Runt-SMMHC FRET	Runt-CBFb FRET	Mdm2 ligase inh	NPY Y1 blocker	p97 inhibitor
O=C(Nc1ccc(N2CCOCC2)c(Cl)c1)c1ccc(F)cc1	15	-11	0	-26	1	-1	.	6	2
NC(=O)CSc1nnc(-c2cc(-c3cccs3)nc3ccccc23)o1	5	15	-6	16	10	-2	-17	2	4
Cc1ccc(C2c3c(oc4ccccc4c3=O)C(=O)N2c2nnc(C)s2)o1 (centres undefined)	-1	-4	5	13	.	.	.	8	5
CCOP1(=O)C=C(C(C)(C)C)OC1c1ccc(F)cc1 (centres undefined)	0	-17	-4	-14	0	0	-3	0	-5
CC(=O)c1cc(F)c(N2CCN(CCC#N)CC2)cc1C	-1	-4	-11	5	-2	-2	.	7	2
CC[C@@H](C)C(NC(=O)OC(C)(C)C)c1cn([C@@H](CCC(=O)OC(C)(C)C)C(=O)N2CCN(C(=O)OC(C)(C)C)CC2)nn1 (some centres undefined)	0	8	-9	8	-9	-14	.	3	-3
CCSc1nccc(-c2nn(-c3ccc(C)cc3)ccc2=O)n1	-2	-4	0	-8	4	-2	-9	4	-1
Fc1ccc2nc(-c3ccccc3)nc(SCc3nnc(-c4ccccc4)o3)c2c1	-2	-2	7	0	39	-2	-12	3	5
CCNC(=O)COC(=O)CCNC(=O)c1ccc(Cl)cc1	21	1	-3	3	-2	0	-9	.	6
CSc1nncn1/N=C/c1ccc([N+](=O)[O-])cc1	0	0	-2	16	1	-2	0	-6	4
CC(=O)N/C(=C\c1ccc(C)cc1)C(=O)O	0	-12	-10	-15	-2	-2	-5	-1	1
Cc1ccc(-c2cc(Cc3ccncc3)c(=O)[nH]n2)cc1	14	9	2	4	-3	0	-6	.	7
CC(=O)c1sc(NC(=O)c2cccnc2Cl)nc1C	21	0	1	3	-2	0	-1	2	7
Brc1ccccc1OCCNCc1ccccc1	5	5	-6	15	0	-2	-16	2	0
COc1cc(OC)nc(NC(=O)NS(=O)(=O)c2ccccc2Cl)n1	-9	2	-5	13	2	0	-13	.	5
COc1ccc(OC)c(NC(=O)CN2C(=O)NC3(CCOc4ccccc43)C2=O)c1 (centres undefined)	-23	-11	-5	13	-3	2	-4	-1	4
CN(C(=O)c1ccc2c(c1)CCO2)C(C)(C)C	18	7	5	-10	-5	1	-7	.	8
Fc1ccccc1Nc1nc(NCc2ccco2)nc(N2CCOCC2)n1	-14	-3	-6	-17	0	0	-19	5	-4
CC(=O)NC1=NN(C(C)=O)C(C)(c2ccc(C)cc2)S1 (centres undefined)	0	7	1	3	3	3	-8	1	3
COc1ccc(S(=O)(=O)N[C@H](C(=O)O)C(C)C)cc1	0	-18	2	-6	1	0	-9	-5	1
CCc1ccc(-n2c(SCC(=O)c3ccc4c(c3)NC(=O)CO4)nc3ccccc3c2=O)cc1	27	-4	-7	4	-7	-2	-9	-4	-2
Cc1ccc2nc3c(cc(C(=O)NCC4CCCO4)c(=N)n3CCCOC(C)C)c(=O)n2c1 (centres undefined)	182*	7	-3	4	41	11	-18	-1	0
O=C(Nc1ccccc1C(=O)NCc1ccco1)c1ccccc1	0	-16	-12	-10	-2	1	-3	2	1
O=C(O)C1Cc2ccccc2CN1C(=O)CCl (centres undefined)	25	-14	-5	3	3	1	-12	3	3
CC(C)(Oc1ccc(Cl)cc1)C(=O)Nc1ccc2oc(-c3ccncc3)nc2c1	0	-16	-12	-24	-6	-7	-10	7	-6
O=S(=O)(Nn1cnnc1)c1ccc2ccccc2c1	20	-4	-8	-22	0	-1	-18	9	8
Cc1ccc(C2=NN(S(C)(=O)=O)C(c3cccs3)C2)cc1 (centres undefined)	0	-11	-1	-9	-3	.	-7	-2	-5
CC(=O)Nc1ccc(NC(=O)C2CCCN(c3nnc(-n4cccc4)s3)C2)cc1 (centres undefined)	1	-3	-5	7	-6	-4	-23	3	0
O=C(O)CC1S/C(=N\N=C/c2ccccc2)N(c2ccc(O)cc2)C1=O (centres undefined)	1	-7	-9	-7	3	-4	-18	-1	-3
CCn1c(SC(C)C(=O)OC)nnc1-c1c[nH]c2ccccc12 (centres undefined)	2	5	-2	15	1	2	-9	-4	1
CCOC(=O)c1cnn(-c2ncnc3c2cnn3C)c1N	19	-17	9	-5	5	2	-12	.	6
COc1cc(/C=C2\SC(=O)N(c3ccccc3Cl)C2=O)cc([N+](=O)[O-])c1O	21	5	-8	5	-6	-2	-6	0	5
